APEX1 inh: APE1 (human) endonuclease inhibition; Potency, µM (titrated, usually from 65.8 µM), for the others: at the highest dose activity change, negative = inhibition, usual class: inhibitors; AID 2517; P27695; recombinant APE1, TAMRA/BHQ-2 abasic DNA cleavage fluorescence; 350,000 compounds, 0.35% hits;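 further: plate controls were vehicle for no effect and reference inhibitor for full effect; nearly all actives have a fitted effect of over 55% in size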
Target sequence (P27695 whole entry, looked up): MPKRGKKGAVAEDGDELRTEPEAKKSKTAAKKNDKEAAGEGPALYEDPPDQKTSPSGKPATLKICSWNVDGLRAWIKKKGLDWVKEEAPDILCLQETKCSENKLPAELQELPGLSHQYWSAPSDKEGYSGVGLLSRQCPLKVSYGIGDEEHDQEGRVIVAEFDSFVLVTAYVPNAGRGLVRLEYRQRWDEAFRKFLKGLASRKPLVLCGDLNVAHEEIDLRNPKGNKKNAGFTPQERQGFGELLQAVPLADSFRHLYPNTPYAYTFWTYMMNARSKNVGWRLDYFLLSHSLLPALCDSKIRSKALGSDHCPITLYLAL
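Quantitative HTS: incision of a TAMRA/BHQ-2 double-stranded substrate bearing a tetrahydrofuran abasic site by 0.75 nM APE1 raises fluorescence. Substrate 50 nM final, added after 15 min compound preincubation at room temperature; progress as third-minus-first kinetic read difference.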
G9a block: G9a (human) methyltransferase inhibition. G9a H3K9 monomethylation, AlphaScreen, 2 h. 350,000 compounds, 8.8% hits. Potency, µM (titrated, usually from 102 µM), inactives show at the top dose activity, negative = inhibition, hits mostly inhibitors. Q96KQ7; further: on the % scale 0 is the no-effect control and ±100 the full control effect; nearly all actives have a fitted effect of over 75% in size
Target sequence (Q96KQ7 913-1193 limits assumed): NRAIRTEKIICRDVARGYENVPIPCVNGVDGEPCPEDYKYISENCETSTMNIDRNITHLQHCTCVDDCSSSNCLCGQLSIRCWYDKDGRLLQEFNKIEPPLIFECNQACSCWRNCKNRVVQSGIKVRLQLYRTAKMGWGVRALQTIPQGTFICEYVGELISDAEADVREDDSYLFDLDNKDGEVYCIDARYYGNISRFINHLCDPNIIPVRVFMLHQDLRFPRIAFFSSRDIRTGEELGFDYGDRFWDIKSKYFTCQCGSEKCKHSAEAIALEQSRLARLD
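Chemiluminescent proximity detection of H3K9 monomethylation, read after 10 min bead incubation in the dark. Reaction: 20 nM G9a, 500 nM biotin-H3K9 peptide, 20 uM SAM cofactor, 2 h, room temperature, following 15 min enzyme-compound preincubation.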
POLK inh: blocks human DNA polymerase kappa activity. Q9UBT6. purified Pol kappa, fluorescent DNA synthesis assay, 10 min. Potency, µM (doses to about 107 µM), for the others: at the top dose activity, negative = inhibition, usual class: inhibitors. 400,000 compounds, 0.53% hits. AID 588579; further: on the % scale 0 is the no-effect control and ±100 the full control effect
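Activity was followed as the change in fluorescence between reads at 0 and 10 min after starting the reaction with 50 nM substrate. Beforehand, 10 nM polymerase had been preincubated with compound for 15 min at room temperature.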
POLB inh: DNA polymerase beta (human) inhibition; Pol beta primer extension/strand displacement, fluorescence kinetic; 340,000 compounds, 1.3% hits; P06746; Potency, µM (titrated, usually from 114 µM), without a hit: top-dose activity change, negative = inhibition, actives largely listed as inhibitors; further: on the % scale 0 is the no-effect control and ±100 the full control effect
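Pol beta (10 nM) and compounds were preincubated 15 min at room temperature, then 50 nM substrate (final) started primer extension/strand displacement. Reads were taken at 0 and 10 min; concentration-response data were fitted to a four-parameter Hill equation.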
Pol iota inh: inhibitors of human DNA polymerase iota | Q9UNA4 | Pol iota fluorescent replication assay, 10 min | Potency, µM (doses to about 115 µM), for inactives: at the highest dose activity, negative = inhibition, most hits filed as inhibitors | 390,000 compounds, 1% hits
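Pol iota at 10 nM preincubated 15 min with compounds at room temperature; reaction started with fluorescent substrate, 50 nM final. Fluorescence read kinetically at 0 and 10 min; buffer-only wells as negative control.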
Anesthetic bind: binds horse apoferritin like a general anesthetic; P02791; 350,000 compounds, 0.074% hits; apoferritin/1-aminoanthracene competitive binding, fluorescence; Potency, µM (top dose mostly 77.5 µM), for the others: at the highest dose activity change, negative = displacement, actives largely listed as inhibitors; further: on the % scale 0 is the no-effect control and ±100 the full control effect; nearly all actives have a fitted effect of over 20% in size
Target sequence (P02791 2-175 limits assumed): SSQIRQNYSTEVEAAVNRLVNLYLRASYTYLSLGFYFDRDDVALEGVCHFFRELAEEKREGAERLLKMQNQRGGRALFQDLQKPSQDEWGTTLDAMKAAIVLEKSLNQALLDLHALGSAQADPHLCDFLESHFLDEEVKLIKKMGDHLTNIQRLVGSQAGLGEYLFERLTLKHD
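Read-out: endpoint 1-AMA fluorescence, excitation 380 nm and emission 535 nm, after compounds sit 10 min at room temperature with 10 uM horse-spleen apoferritin in 50% saturated 1-AMA/PBS. Values come from four-parameter Hill fits.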
BLM inh: inhibitors of human Bloom syndrome helicase BLM | P54132 | recombinant BLM DNA unwinding, fluorescence dequenching | Potency, µM (doses to about 56.1 µM), for inactives: at the top dose activity change, negative = inhibition, hits mostly inhibitors | 350,000 compounds, 0.2% hits;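 further: plate controls were vehicle for no effect and no enzyme for full effect; nearly all actives have a fitted effect of over 35% in size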
Pol eta inh: blocks human DNA polymerase eta activity; Q9Y253; recombinant Pol eta, fluorescent DNA replication assay; Potency, µM (titrated, usually from 114 µM), without a hit: top-dose activity change, negative = inhibition, most hits filed as inhibitors; 390,000 compounds, 1.2% hits; AID 588591; further: on the % scale 0 is the no-effect control and ±100 the full control effect
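Pol eta (10 nM) was preincubated with compounds for 15 min at room temperature, after which fluorescent replication substrate (50 nM final) was added to start the reaction. Fluorescence was read kinetically at 0 and 10 min.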
BAZ2B inh: inhibitors of human BAZ2B bromodomain; Q9UIF8; AlphaScreen BAZ2B-H3K14Ac peptide displacement; Potency, µM (titrated, usually from 114 µM), inactives show at the top dose activity change, negative = inhibition, most hits filed as inhibitors; 360,000 compounds, 4.4% hits; AID 504333; further: on the % scale 0 is the no-effect control and ±100 the full control effect; nearly all actives have a fitted effect of over 60% in size
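BAZ2B (50 nM) with biotin-H3(5-23)K14Ac peptide (50 nM) in PBS pH 7.4, 0.01% Tween-20, preformed 30 min, then compound 30 min at room temperature; top concentration 110uM. AlphaScreen streptavidin donor/nickel chelate acceptor beads (10 ug/mL final), 20 min dark, signal read.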
The depositor's hits bear a star; u = inconclusive; x = no result given; & = joins results of further samples; [ ] = dose if it differs, or a comment. The call rests on the fitted dose curve; in most records, active means well fitted curve in the direction sought with a large enough effect; inconclusive means small, poorly fitted or top-dose-only effect, or another doubt; inactive means no such curve, though single readings can be large; an effect the other way counts as inactive or inconclusive. Potency means the concentration at half of the fitted maximal effect. Not all compounds are listed. The share of hits here may be higher or lower than overall.

| compound | Anesthetic bind | APEX1 inh | POLB inh | Pol eta inh | BAZ2B inh | Pol iota inh | G9a block | BLM inh | POLK inh |
| --- | --- | --- | --- | --- | --- | --- | --- | --- | --- |
| COc1ccc(NC(=O)CCN2CC(C)OC(C)C2)c(OC)c1 (stereo unspecified) | -10.0% | -3.5% | 21.4% | -3.6% | -2.2% | 13.6% | -21.9%[59 µM] | -6.3% | -6.4% |
| O=C(NN1CCCCC1)c1cnn2c(C(F)F)cc(-c3ccccc3)nc12 | -5.3% | 8.1% | 10.9% | -21.0% | -17.2% | 55.4%[activator] | -32.3% | -2.3% | -2.1% |
| CCc1ccc(S(=O)(=O)c2n[nH]n3c2nc(=O)c2ccccc23)cc1 | -3.4% | 5.0% | 1.3% | 2.9% | 9.2% | -7.4% | -8.8%[59 µM] | 0.9% | -6.5% |
| CC(=O)N(/N=C1\Sc2ccccc2C1=O)c1ccccc1C | -18.1% | -4.0% | -0.5% | 20µM* | u | 7.2% | -7.1% | u | 0.9% |
| CSc1ccccc1NC(=S)Nc1cccc(C(F)(F)F)c1 | -12.0% | -6.8% | -3.7% | -10.0% | -3.5% | 17.9% | -32.6%[59 µM] | -3.6% | -6.2% |
| CCOC(=O)c1[nH]c(C)c(C(=O)OC)c1C | 1.7% | -0.7% | 2.3% | -1.5% | -12.5% | 22.3% | -0.4% | -2.5% | -17.5% |
| C=CCn1c(SCC(=O)N2CCOCC2)nc2sc(C)c(C)c2c1=O | 5.2% | 47.2% | 7.7% | -16.5% | -0.6% | 3.5% | -10.6% | -1.7% | 3.7% |
| CCCCS(=O)(=O)N1CCC(C(=O)Oc2ccc(Cl)cc2)CC1 | -2.2% | -6.2% | 35.1% | -6.7% | -1.2% | -0.1% | x | 5.2% | -9.9% |
| O=C1CCCC(O)=C1N=Nc1ccc(C(=O)O)cc1 | 2.7% | 8.91µM* | 2.82µM* | 3.16µM* | 22.4µM* | 6.31µM* | 8.91µM* | 41.3%[activator] | 20µM* |
| CCCCCc1nc2sc3c(c2c(=O)n1NC(=O)c1ccc([N+](=O)[O-])cc1)CC(C)(C)OC3 | -1.5% | 13.4% | 40.9% | -23.6% | -10.2% | 67.9%[activator] | 70.8µM* | -2.1% | -9.1% |
| OC[C@@H](O)[C@@H](O)[C@H](O)[C@H](O)CO | x | -12.8% | x | -20.5% | -26.4% | -11.5% | -42.2%&23.2%[59 µM] | -6.9% | -5.9% |
| Cc1c(C(=O)OCC(=O)N2CC(=O)Nc3ccccc32)oc2ccc(Br)cc12 | -10.6% | 12.0% | 40.1% | u | 5.8% | 9.7% | 1.1%[12.7 µM] | 0.1% | 3.4% |
| CCCC(C)NC(=O)c1ccc2[nH]c3c(c2c1)CC(C)CC3 (stereo unspecified) | u | -2.6% | 20.7% | 2.9% | 61.2%[activator] | 7.3% | u | 2.8% | -15.6% |
| Cc1ccc(CN(CC(=O)NC2CCCCC2)C(=O)c2csnn2)cc1 | 1.7% | -3.6% | 13.9% | -2.3% | 5.8% | 13.8% | 26.8% | -3.0% | -10.6% |
| O=C(COC(=O)/C=C/c1ccc(Cl)cc1)Nc1ccccc1-c1ccccc1 | -12.4% | 18.8% | 36.7% | -4.2% | 12.1% | 5.4% | 0.0%[59 µM] | 0.3% | -6.4% |
| Cc1ccc(NS(=O)(=O)c2ccc3c(c2)CC(=O)N3)cc1F | x | -19.6% | x | -23.5% | 3.7% | 24.2% | -12.4%[12.7 µM] | x | -8.5% |
| CCOC(=O)N1CCN(C(=O)COC(=O)CNC(=O)c2ccc(C)cc2)CC1 | x | 4.9% | x | -20.1% | -1.5% | 31.9%[activator] | -23.7% | x | -4.3% |
| CCOC(=O)N1CCC(N2C(=O)c3ccccc3C2Nc2ccc3c(C)cc(=O)oc3c2)CC1 (stereo unspecified) | 258.2%[activator] | 2.5% | -18.6% | -18.0% | 38.6%[activator] | 19.9% | -29.5% | 2.0% | -13.4% |
| O=C(NCc1ccc(Cl)cc1)c1ccc(CNc2c(N3CCCC3)c(=O)c2=O)cc1 | 4.2% | -0.3% | -15.2% | -1.5% | 0.4% | 22.6% | 0.6% | -2.6% | -2.6% |
| CCOC(=O)c1sc(NC(=O)CSc2ncn[nH]2)c(C#N)c1C | 0.6% | 12.8% | -20.5% | -13.0% | -3.3% | u | u | -5.6% | -7.2% |
| CCCn1cc(S(=O)(=O)CC(=O)Nc2ccc(OCC)cc2)c2ccccc21 | -3.1% | -8.2% | 89.1µM* | -7.6% | 4.9% | 14.8% | 0.8%[59 µM] | -2.4% | -9.1% |
| CNC(=O)c1nnc(Cc2ccc(F)cc2)o1 | -8.7% | 6.2% | 6.7% | u | -1.9% | 6.3% | 14.2% | 0.8% | -16.8% |
| CC(=O)NCCc1cc2cc(C)c(C)cc2[nH]c1=O | -10.9% | 18.5% | 9.0% | -17.1% | -8.3% | 26.1% | -9.4%[12.7 µM] | 0.2% | 6.0% |
| COc1cccc(NC(=O)c2cc([N+](=O)[O-])ccc2N2CCN(C)CC2)c1 | -22.3% | 3.1% | -11.9% | -16.5% | u | 52.5% | u | 0.6% | 2.0% |
| CC(=O)NC(CC(=O)NC1CCCCC1)c1ccccc1 (stereo unspecified) | -7.8% | u | 0.1% | -2.6% | -4.8% | 12.9% | 10µM* | -9.1% | -14.4% |
| CCNc1nnc(SCC(=O)c2cc(C)n(C3CC3)c2C)s1 | x | 17.1% | x | -7.4% | -9.9% | 28.2% | 50.1µM* | x | -20.1% |
| COc1ccc(C2=NN(c3nc(C(=O)O)cs3)C(O)(C(F)(F)F)C2)c(OC)c1 (stereo unspecified) | -14.5% | -1.0% | 0.4% | -15.1% | 50.1µM* | -21.8% | -27.7% | -4.0% | -7.5% |
| O=C(c1ccc2c(=O)n3c(nc2c1)CCC3)N1CCN(S(=O)(=O)c2cccc(F)c2)CC1 | x | 6.9% | x | -1.7% | 4.5% | 54.3%[activator] | -4.5% | x | 0.9% |
| COC(=O)c1[nH]c(C)c(/C(O)=C2\C(=O)C(=O)N(CCN(C)C)C2c2ccc(OC)cc2)c1C (stereo unspecified) | -16.9% | u | 8.6% | x | x | x | -11.1%[59 µM] | -2.5% | x |
| Cc1nnc(SCc2ccc(C(=O)Nc3cc(Cl)ccc3C)cc2)s1 | -6.4% | 8.8% | u | -14.3% | 4.7% | 6.3% | 18.9% | -1.1% | -10.1% |
| CCOc1ccc(N=C2C(=O)N(CN3CCOCC3)c3ccccc32)cc1 | -21.5% | 15.0% | 36.2% | 4.1% | -13.0% | 31.6%[activator] | u | -5.9% | -24.8% |
| COc1ccccc1Oc1coc2c(CN(C)C)c(O)ccc2c1=O | 232.5%[activator] | 13.6% | 9.2% | -15.3% | -0.8% | 0.8% | 13.9%[0.501 µM] | -1.9% | -2.7% |
| COc1ccc(OC)c(/C=N/NC(=O)c2ccc3nc[nH]c3c2)c1 | 4.8% | -5.4% | -6.6% | -19.6% | -1.9% | 2.3% | 6.8% | -4.0% | -11.0% |
| COc1ccc(NC(=S)N2CCc3cc(OC)c(OC)cc3C2)cc1 | 39.7%[activator] | 18.0% | 5.6% | 9.7% | -6.2% | -23.3% | x | -8.3% | -10.5% |
| CCCCC(O)(CCCC)C(=O)NN(C(=O)OC)c1ccc(C)cc1 | 0.5% | 14.3% | -10.7% | -7.0% | -4.1% | 130.0%[activator] | x | -0.2% | -2.2% |
| COc1cc(S(=O)(=O)NCC2CCCO2)c(OC)cc1Cl (stereo unspecified) | -12.8% | 2.6% | 15.9% | -22.5% | 4.3% | -8.1% | 1.7% | -1.1% | -14.7% |
| O=C(CSc1nnc2ccccn12)Nc1ccccc1C(=O)O | 0.4% | 17.0% | 3.0% | -13.9% | -18.3% | -8.9% | -3.7%[59 µM] | -2.1% | -10.1% |
| Cc1ccc(C)c(C(=O)CN2C3=NCCCN3c3ccccc32)c1 | -15.4% | 0.0% | 22.2% | -13.4% | -6.2% | 25.5% | -9.4% | 6.1% | -4.2% |
| O=C(NCCN1CCOCC1)c1cccs1 | -6.7% | -0.4% | 2.1% | -10.9% | -19.5% | 15.3% | 3.8%[59 µM] | 0.6% | -1.8% |
| CC(C(=O)Nc1ccccc1F)N1C(=O)c2ccccc2C1=O (stereo unspecified) | -5.3% | 1.1% | 10.8% | -3.6% | 6.4% | -0.8% | -21.2% | -3.3% | -4.6% |
| COc1cccc(N2CCN(S(=O)(=O)c3ccc4[nH]c5c(c4c3)CCCC5)CC2)c1 | 2.4% | x | 6.0% | -14.1% | u | 8.8% | u | -12.7% | -15.4% |
| Cc1ccc(S(=O)(=O)NCCc2nnc3ccc(NCCCOC(C)C)nn23)cc1 | -9.0% | 4.6% | 78.8% | -4.5% | -11.8% | u | 7.9% | -3.5% | -15.0% |
| C/C(=N/NC(=O)CNC(=O)/C=C/c1ccccc1)c1ccco1 | -15.9% | 37.3% | -17.3% | -0.1% | -35.3% | -11.8% | -2.4% | -1.2% | -9.0% |
| O=C(CCc1ccccc1)NCC1OCCc2ccccc21 (stereo unspecified) | -17.9% | u | 80.8% | -12.8% | 0.4% | 45.5%[activator] | -0.4% | -2.2% | -10.8% |
| CCn1c(=O)c2cc(C(=O)NCc3cccs3)sc2c2ccccc21 | -8.3% | -3.4% | 27.9% | 5.5% | 3.0% | 1.9% | x | -3.7% | 0.3% |
| Cc1csc(NC(=O)C2CCCCC2C(=O)O)n1 (stereo unspecified) | -9.4% | 2.0% | 8.3% | -6.3% | 2.4% | -2.8% | 7.7%[59 µM] | -0.6% | -10.2% |
| CCOC(=O)c1ccc(CN2Cc3ccccc3C2=O)cc1 | -7.7% | 13.7% | -5.0% | -3.8% | -1.5% | 45.7%[activator] | 12.0% | -3.5% | -7.9% |
| COCCCNc1ncnc2c1nc1n2CCCC1 | 0.1% | 5.8% | 30.0% | -6.7% | -0.9% | 10.4% | u | -1.7% | 14.8% |
| O/N=C(\Cc1cscn1)c1ccc(O)cc1O | -14.6% | -6.4% | 3.3% | -6.8% | 8.9% | u | u | 0.3% | -13.8% |
| COc1ccc(CCNC(=O)CN(c2ccccc2OC)S(C)(=O)=O)cc1OC | -12.1% | -2.2% | 16.7% | -4.4% | 7.6% | 12.6% | 16.1% | 0.8% | -3.9% |
